KOR beta-arrestin-1: KOR agonists, beta-arrestin recruitment, primary screen, cell-based, luminescence, uHTS (AID 1777); KOR beta-arrestin recruitment, luminescence; higher % means a stronger effect; 280,000 compounds, 0.02% hits; Kappa-type opioid receptor (Homo sapiens); one-dose activation, % at 10 µM; EC50 in µM for titrated hits; in the data active means activation above about 50%, passing the limit was not always enough; further: a part of the inactive calls stands beside numbers as strong as those of hits
AID2073: inhibitors of Mint1-CaV2.2 protein interaction, biochemical, HTRF (AID 2073); HTRF protein-protein interaction, Mint1-CaV2.2; higher % means a stronger effect; inhibition, % at 20 µM, or IC50 in µM where a hit was titrated; 290,000 compounds, 0.19% hits; in the data active means inhibition mostly above about 51%, no sharp cut-off; inconclusive means no clear call, values can overlap the other calls; inactive means mostly below about 53%; further: some results filed as inactive read as strong as hits
GPR55 activation: GPR55 agonists via beta-arrestin recruitment, primary screen, imaging, U2OS cells, beta-arrestin-GFP redistribution (AID 1961). U2OS GPR55 beta-arrestin-GFP redistribution imaging; higher % means a stronger effect. activation, % at 10 µM; hits with a dose series show EC50 in µM. 290,000 compounds, 0.048% hits;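 active means activation above 40% with more than 50 cells counted in the well; inconclusive means wells holding fewer than 50 cells, flagged as toxic or sparse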;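 further: U2OS osteosarcoma cells stably expressing GPR55 and beta-arrestin-GFP; plate controls were DMSO negative control for no effect and LPI positive control for full effect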
M17LAP inhibition: P. falciparum M17LAP inhibitors, primary screen, biochemical, fluorogenic H-Leu-NHMec substrate, 1536-well (AID 1619); Leucine aminopeptidase (Plasmodium falciparum (isolate 3D7)); recombinant M17LAP, H-Leu-NHMec fluorogenic kinetic assay; higher % means a stronger effect; 220,000 compounds, 0.38% hits; one-dose inhibition, % at 30 µM; IC50 in µM for titrated hits;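 active means compound inhibiting the enzyme by more than half at any dose during confirmatory dose-response retesting; inconclusive means strong single-dose inhibitors picked by rank but not retested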;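 further: plate controls were full reaction with DMSO carrier for no effect and no enzyme background for full effect; strong numbers were not always called active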
NOD2 inhibition: NOD2 signaling inhibitors, cell-based, luminescence, uHTS, HEK293 (AID 1566) | HEK293 NOD2/NF-kB luciferase reporter, luminescence; higher % means a stronger effect | inhibition, % at 4 µM, or EC50 in µM where a hit was titrated | 290,000 compounds, 0.63% hits; further: many of its hits are not listed in these tables
NOD1 NF-kB reporter: NOD1 signaling inhibitors, primary screen, cell-based, luminescence, uHTS (AID 1578); NOD1-driven NF-kB luciferase reporter cells, luminescence; higher % means a stronger effect; 290,000 compounds, 1% hits; inhibition, % at 4 µM; hits with a dose series show EC50 in µM; in the data active means inhibition mostly above about 36%, no sharp cut-off; inactive means mostly below about 34%;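 further: HEK-293T reporter cells stimulated with the NOD1 agonist gamma-tri-DAP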
M1AAP inhibition: P. falciparum M1AAP inhibitors, biochemical, fluorogenic H-Leu-NHMec substrate, 1536-well (AID 1445) | Aminopeptidase N (Plasmodium falciparum (isolate 3D7)) | 220,000 compounds, 0.42% hits | recombinant M1AAP, H-Leu-NHMec fluorogenic kinetic assay; higher % means a stronger effect | inhibition, % at 30 µM, or IC50 in µM where a hit was titrated;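 active means primary inhibition above the hit cutoff, then over 50% inhibition at one or more dose response concentrations, cut at about 23% in these data, passing the limit was not always enough; inconclusive means conflicting primary data, or primary hits not chosen for dose response; inactive means low primary inhibition, or under 50% at every dose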;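 further: plate controls were DMSO full reaction for no effect and no enzyme background for full effect; strong numbers were not always called active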
Dynein cargo inh: inhibitors of GR-EGFP nuclear translocation, primary screen, dynein cargo transport inhibitor project, imaging, high-content, 3617.4 mouse cells. z-score, hits read low. test concentration mostly 20 µM; stimulated with dexamethasone, 1 µM; hits give low values. 220,000 compounds, 0.47% hits;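 active means plate z-score of nuclear minus cytoplasmic receptor signal below a set negative limit, without overly bright fluorescence or cell loss, cut at about -3.5 in these data, passing the limit was not always enough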;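 further: z-score of nuclear minus cytoplasmic ring GR-EGFP intensity difference per well; some compounds called inactive have numbers as strong as hits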
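Buffer or medium: tet-free medium with charcoal-stripped serum / Also added: dexamethasone agonist, 1.0 µM final, for 30 min / Timing: induction 48 h, compound 1 h, agonist 30 min / Measured by: high-content fluorescence imaging after fixation / Read-out: nuclear-to-cytoplasmic GR-EGFP distribution per well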
KOR beta-arrestin-2: KOR antagonists, beta-arrestin recruitment, cell-based, luminescence, uHTS (AID 1778); Kappa-type opioid receptor (Homo sapiens); KOR beta-arrestin recruitment, luminescence, antagonist mode; higher % means a stronger effect; inhibition, % at 10 µM, or IC50 in µM where a hit was titrated; 290,000 compounds, 0.091% hits; further: strong numbers were not always called active
Dynein cargo inh cytoplasmic EGFP: second read-out of Dynein cargo inh, no call of its own (marks repeat the call); z-score; measured here: cytoplasmic GR-EGFP intensity; hits give high values
Dynein cargo inh nuclear GR-EGFP: recorded beside Dynein cargo inh, whose call it bears; z-score; measured here: nuclear GR-EGFP intensity;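 lower value marks the stronger effect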
Dynein cargo inh cell count: further read-out of Dynein cargo inh, marked with its call; z-score; measured here: cell count per field
An asterisk follows results filed as active; ? = inconclusive; · = not tested or not shown; [ ] = remark or other dose. Unless noted, no stated cut-off is given here; in the data, active means inhibition above about 50%; inactive means the rest. An excerpt; count on the stated rates, not on these rows.

SMILES	KOR beta-arrestin-1	AID2073	GPR55 activation	M17LAP inhibition	NOD2 inhibition	NOD1 NF-kB reporter	M1AAP inhibition	Dynein cargo inh	Dynein cargo inh cytoplasmic EGFP	Dynein cargo inh nuclear GR-EGFP	Dynein cargo inh cell count	KOR beta-arrestin-2
COCCn1c(SCc2nc3ccccc3c(=O)[nH]2)nc2ccccc2c1=O	-3.5%	2.3%	0.5%	0.9%	22.0%	-19.6%	0.1%	1.5	-0.306	0.477	-0.712	-0.8%
CC1=CC(C)(C)Nc2ccc(OS(=O)(=O)c3ccc(C)cc3)cc21	6.8%	-46.6%	0.0%	10.3%	20.3%	7.9%	13.7%	-0.961	-0.153	-0.868	1.54	-25.4%
O=C(NCCCN1CCOCC1)c1ccc(Cl)c(S(=O)(=O)N2CCCCCC2)c1	2.9%	3.0%	0.3%	-16.2%	19.3%	12.3%	0.8%	-0.108	-0.231	0.61	-0.0128	-22.0%
O=C(NCCNC(=O)c1cccnc1)c1ccc(Br)cc1	1.6%	-4.0%	-0.1%	·	5.1%	-32.2%	·	·	·	·	·	8.3%
NC(=O)c1cc(S(=O)(=O)NCc2cccs2)cs1	6.0%	6.4%	-0.2%	·	12.5%	2.1%	·	·	·	·	·	-43.9%
CCOC(=O)c1sc(NC(=O)c2ccc(Br)o2)cc1C	-2.6%	7.4%	-1.0%	4.6%	-126.0%	-114.0%	6.5%	-0.0335	-0.224	0.251	0.795	-3.0%
O=C1CC(C(=O)Nc2ccccc2)N=C(N2CCCCC2)N1 (stereo not drawn)	-2.7%	0.5%	0.2%	4.3%	-0.4%	-11.6%	2.8%	0.303	-0.234	-0.0118	0.639	9.3%
O=C(c1cccnc1)N1CCCC(Nc2ccc(F)cc2)C1 (stereo not drawn)	7.0%	-6.0%	0.3%	·	4.0%	-16.3%	·	·	·	·	·	-28.2%
O=C(NCc1cccs1)C1CCCN(S(=O)(=O)c2cccs2)C1 (stereo not drawn)	2.9%	-7.6%	0.0%	-12.5%	-0.8%	-23.3%	14.9%	0.453	-0.222	0.493	0.309	42.7%
COc1ccc(NC(=O)C2CCN(S(=O)(=O)c3ccc4c(c3)CC(C)N4C(C)=O)CC2)cc1OC (stereo not drawn)	-1.6%	-6.1%	-0.2%	·	4.2%	-17.9%	·	·	·	·	·	-17.4%
CCOc1cc(C2C(C(=O)c3ccccc3)=C(C(=O)OC)Nc3nnnn32)ccc1O (stereo not drawn)	-1.8%	0.1%	-0.3%	-5.1%	11.1%	-22.5%	2.5%	-0.518	-0.218	-0.199	-0.166	3.0%
C/C(CC(=O)Nc1ccccn1)=N\NC(=O)c1cccc(C)c1	0.3%	-6.3%	-0.3%	27.4%	4.8%	-23.5%	2.1%	-0.225	-0.369	-0.0623	1.19	-1.0%
CC(=O)Nc1c2c(nn1-c1ccc(C)cc1)CS(=O)(=O)C2	-0.5%	1.2%	0.3%	·	-1.1%	-6.2%	·	·	·	·	·	-8.2%
Cc1ccc[n+](-c2nc([O-])sc2C=O)c1	2.6%	4.2%	0.8%	8.1%	2.5%	-32.1%	2.6%	-0.486	-0.338	-0.35	0.911	-17.5%
COCCn1c(COc2cccc(OC)c2)nnc1SCC(=O)NC1CCCCC1	-0.3%	3.2%	-0.4%	·	8.8%	-5.8%	·	·	·	·	·	-13.9%
O=c1[nH]c(CN2CCN(c3ccccc3)CC2)nc2ccccc12	-0.8%	3.1%	0.2%	6.9%	-0.3%	-11.5%	10.3%	-0.581	-0.219	-0.147	0.289	-8.3%
OCC1CCCN(Cc2cn(Cc3ccccc3)nc2-c2cc3ccccc3o2)C1 (stereo not drawn)	-1.4%	-5.6%	0.4%	·	17.0%	-41.7%	·	0.841	0.00923	1.04	-1.27	-12.6%[20 µM]
CSC1=NNC(c2ccc(C(C)(C)C)cc2)=NN1	0.4%	-3.0%	0.6%	11.0%	-11.6%	5.2%	11.6%	1.47	-0.236	1.05	-0.185	28.2%
C#CCOCCOCCOCCNc1nc(N2CCN(C(=O)[C@H](CCCCN)n3cc([C@@H](N)CO)nn3)CC2)nc(N2CCN(C(=O)[C@H](Cc3cc4ccccc4[nH]3)n3cc([C@@H](N)CC(C)C)nn3)CC2)n1	7.0%	12.2%	-0.2%	11.1%	-4.2%	-26.8%	6.8%	-1.45	-0.258	-0.483	0.242	-5.6%
CCOC(=O)C1(Cc2cccc(F)c2)CCN(CC2CC2)CC1	-1.3%	-21.6%	-0.1%	-11.5%	-20.7%	-12.3%	-0.9%	-1.01	-0.385	-0.941	2.19	-28.2%[20 µM]
Cc1cc(C(=O)NC(C)CCC(C)C)c2ccccc2n1 (stereo not drawn)	-0.6%	-4.3%	-0.4%	4.1%	2.2%	-0.7%	-1.1%	-0.169	0.0506	0.148	0.452	-1.7%
C=CCn1c(O)c(N=NC(=O)c2ccc3c(c2)OCO3)c2ccccc21	20.0%	2.3%	0.5%	8.5%	2.4%	-3.5%	2.3%	-0.59	-0.047	-0.39	0.451	-10.8%
N/C(=N\OC(=O)Cc1ccc(-c2ccccc2)cc1)c1cccnc1	0.1%	8.3%	0.2%	4.3%	7.6%	25.8%	2.1%	-0.145	-0.242	0.21	1.69	-0.8%
O=C(Nc1ccccc1)c1ccc2nsnc2c1	-4.0%	1.2%	-0.1%	2.3%	-35.1%	6.0%	0.3%	-0.344	-0.228	-0.492	-0.0648	8.0%
Cc1cc(C(=O)NCCC2=CCCCC2)ccc1[N+](=O)[O-]	3.1%	-10.0%	0.5%	0.4%	-72.3%	-59.2%	11.5%	-1.07	-0.287	-0.731	1.41	-25.6%
CC1=N/C(=C\c2ccc([N+](=O)[O-])cc2)C(=O)N1c1ccc(F)cc1F	0.6%	7.5%	0.0%	·	-19.1%	-12.4%	·	·	·	·	·	-44.5%
Cc1ccc(N2C(N)=C(C#N)C(c3ccsc3)C3=C2CC(C)(C)CC3=O)cc1 (stereo not drawn)	2.6%	-8.4%	0.3%	14.6%	-11.1%	0.4%	7.9%	2.41	-0.172	0.12	-1.9	-2.0%
CN=c1scc(-c2cccs2)n1/N=C/c1ccccc1O	4.0%	-0.1%	0.8%	-11.8%	88.7%*	107.0%*	16.2%	1.02	-0.0855	1.25	-2.39	-33.3%
CC(C)c1[nH]c(=O)c(C#N)c2c1COC(C)(C)C2	-2.9%	0.7%	-0.3%	7.5%	-12.8%	-18.6%	4.1%	0.0305	-0.295	0.139	1.04	-2.0%
O=C(NCc1ccc2c(c1)OCO2)C1CCN(S(=O)(=O)c2ccc(F)cc2)CC1	-0.2%	1.5%	-0.1%	·	-16.9%	-29.8%	·	·	·	·	·	-15.6%
O=C(Nc1sc2c(c1CN1CCOCC1)CCC2)c1ccc(F)cc1	6.6%	17.7%	-0.3%	1.1%	18.5%	-10.3%	20.0%	0.175	-0.305	-0.228	0.65	-2.8%
Cc1ccc(C2CC(c3cccc(NS(C)(=O)=O)c3)=NN2S(C)(=O)=O)cc1 (stereo not drawn)	-0.3%	-5.8%	-0.3%	3.4%	-20.2%	-8.2%	-3.6%	0.797	-0.259	0.435	-0.2	-6.8%
CCn1cc(C(=O)NCC2CCCO2)c(=O)c2cc(S(=O)(=O)N(C)C3CCCCC3)ccc21 (stereo not drawn)	-1.7%	1.4%	-0.1%	7.0%	-0.8%	-1.1%	9.3%	-0.309	-0.287	-0.094	0.484	3.6%
Cc1nn(-c2ccccc2)c2c1C(c1ccc(Br)s1)C(C#N)=C(N)O2 (stereo not drawn)	-0.3%	-9.4%	-0.6%	13.7%	12.3%	-35.0%	5.3%	1.02	-0.137	0.425	-0.77	-3.8%
CC(C)c1csc(CN2CCC(CO)(Cc3cccc(F)c3)CC2)n1	-0.1%	-1.1%	-0.1%	·	16.2%	8.4%	·	-0.46	-0.227	0.232	0.455	-34.7%[20 µM]
O=C(Nc1ccncc1)c1sc2ccccc2c1Cl	1.3%	?	-0.3%	4.2%	-27.6%	-13.3%	0.9%	0.473	-0.322	0.343	-0.0198	-6.2%
Cc1cccc(N2C(=O)C(Cl)=C(Nc3c(C)n(C)n(-c4ccccc4)c3=O)C2=O)c1C	9.3%	11.2%	0.4%	2.7%	-2.7%	25.5%	3.8%	0.222	0.0566	0.51	-0.673	-34.7%
CCCCN1Cc2c(nc3cc(-c4ccco4)[nH]n3c2=O)C1=O	4.8%	27.5%	0.2%	-171.2%	-8.9%	10.9%	5.4%	-0.335	-0.226	-0.242	0.255	22.7%
O=C(COc1ccccc1Cl)N1CCN(C(=O)c2ccco2)CC1	1.0%	3.5%	-0.1%	·	2.1%	-22.4%	·	·	·	·	·	4.8%
Cc1cc(=O)[nH]c(SCC(=O)Nc2ccccc2C)n1	-0.5%	-23.6%	-0.3%	38.1%	8.5%	-18.1%	6.4%	-0.816	-0.31	-0.122	-0.105	24.6%[20 µM]
COc1cccc(-n2c(CNc3ccc(F)cc3)nnc2SCC(N)=O)c1	-3.4%	-16.9%	0.9%	11.0%	9.3%	·	6.7%	-0.674	-0.198	-0.106	-0.0713	10.2%
